Screening data as filed in PubChem.
GIRK2 activator: GIRK2 channel activators by thallium flux | HEK293 GIRK2/NPY4 cells, thallium flux fluorescence | activation (% efficacy), % for hits at 37.5 µM | P48051 | 34,000 tested, under 10 active;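 active = primary screen hit, no activity in plain HEK293 cells, and in GIRK2-only cells above 5% efficacy rising with concentration; inactive = the rest, including fluorescent compounds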;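 also: efficacy is normalized control-subtracted fluorescence 15 s after thallium addition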
Target sequence (P48051 whole entry, looked up): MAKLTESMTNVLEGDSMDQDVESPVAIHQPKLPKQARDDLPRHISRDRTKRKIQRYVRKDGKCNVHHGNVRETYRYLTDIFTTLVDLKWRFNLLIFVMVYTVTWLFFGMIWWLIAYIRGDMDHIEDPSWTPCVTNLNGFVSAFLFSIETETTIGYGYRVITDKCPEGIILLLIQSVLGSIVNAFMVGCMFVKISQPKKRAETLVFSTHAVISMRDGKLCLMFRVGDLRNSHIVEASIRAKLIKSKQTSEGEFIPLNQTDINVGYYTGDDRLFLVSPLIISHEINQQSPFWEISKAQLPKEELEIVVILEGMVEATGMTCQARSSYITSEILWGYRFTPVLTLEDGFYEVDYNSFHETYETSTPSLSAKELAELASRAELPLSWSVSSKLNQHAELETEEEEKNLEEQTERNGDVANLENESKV
Calls only; i = inactive. Only part of the results is shown (hit frequency here may not be typical).

SMILES	GIRK2 activator
O=C(Nc1ccc(F)c(Cl)c1)c1ccc(N2CCCCS2(=O)=O)cc1	i
Cc1nnc(SCC(=O)Nc2ccc(S(N)(=O)=O)cc2)s1	i
O=C(CSc1ccc(NC(=O)c2ccco2)nn1)NC1CCCC1	i
COc1cn(CC(=O)Nc2cccc(Cl)c2)c(CSc2nc(C)cs2)cc1=O	i
Cc1cc(C(=O)NCCN2CCN(S(C)(=O)=O)CC2)no1	i
COc1ccc(C)cc1NC(=O)c1ccc(=O)n(Cc2cc(C)ccc2C)c1	i
Cc1noc(CNC(=O)c2ccccc2Oc2ccccc2)n1	i
O=C(C1CCN(c2ccc(-c3ccc(F)cc3)nn2)CC1)N1CCOCC1	i
COc1ccc(CCNC(=O)C(=O)NCC2COC3(CCCC3)O2)cc1 (configuration not stated)	i
O=C(Cc1ccc(NC(=O)C23CC4CC(CC(C4)C2)C3)cc1)N1CCOCC1	i
O=C(NCC1(c2cccs2)CCOCC1)c1cnc2ccccc2n1	i
Cc1ccc(-n2nc3c(c2NC(=O)C(=O)NCc2ccco2)CSC3)c(C)c1	i
COc1ccccc1CCNC(=O)CN1C(=O)c2ccccc2S1(=O)=O	i
COc1ccc(NC(=O)CSc2c(C)cnc3c2c(=O)n(C)c(=O)n3C)c(OC)c1	i
O=C(NCCC1=CCCCC1)C(=O)NCc1ccsc1	i
O=C(COc1ccccc1)NCC1(c2cccs2)CCCC1	i
Nc1nc(SCC(=O)NCc2ccccc2)ncc1S(=O)(=O)c1cccs1	i
Cc1cc(C)n(CC2CCN(C(=O)CSc3nc4ccccc4o3)CC2)n1	i
CSc1ccccc1CN1CCC(CNS(=O)(=O)Cc2ccccc2)CC1	i
COc1cccc(C(=O)C2C(=O)N(c3ccccc3)N=C2c2ccccc2)c1 (configuration not stated)	i
CCCSc1nnc(NC(=O)CSc2nnnn2-c2cccc(OC)c2)s1	i
CNC(=O)C(=O)NCC1CCN(C(=O)Nc2ccccc2OC)CC1	i
S=C(NCc1ccccc1)NNc1nc(N2CCCC2)nc(N2CCCC2)n1	i
CCC(CC)C(=O)NCCN1CCn2cc(OCc3ccccc3)c(=O)cc2C1=O	i
CCOC(=O)c1ccc(NC(=O)Cc2cc(=O)oc3cc(OC)ccc23)cc1	i

The closing two entries of the part above are carried over, then new ones follow.
SMILES	GIRK2 activator
CCC(CC)C(=O)NCCN1CCn2cc(OCc3ccccc3)c(=O)cc2C1=O	i
CCOC(=O)c1ccc(NC(=O)Cc2cc(=O)oc3cc(OC)ccc23)cc1	i
C=CCn1c(SCC(=O)N(C)C)nc2scc(-c3ccc(C)cc3)c2c1=O	i
CC(=O)CC1(O)C(=O)N(CCOc2ccccc2Cl)c2ccc(Cl)cc21 (configuration not stated)	i
CCCOC(=O)c1ccc(Oc2c(C)oc3cc(O)ccc3c2=O)cc1	i
COc1ccc(NC(=O)NCC(C)(O)C2CC2)cc1OC (configuration not stated)	i
COc1ccc(NC(=O)Cc2cc(-c3ccc(F)cc3)on2)cc1OC	i
O=C(NCC(O)(c1ccco1)C1CC1)C(=O)Nc1ccccc1Cl (configuration not stated)	i
COc1ccc(C(=O)CSc2nc(CC(=O)Nc3ccccc3)cs2)cc1	i
CN1CCN(S(=O)(=O)c2ccc(-c3ccc(Cl)cc3)cc2)CC1	i
Cc1nc(NCc2ccc3c(c2)OCO3)nc(NCc2ccco2)c1[N+](=O)[O-]	i
OCCC12CC3CC(C1)CC(CCO)(C3)C2	i
COc1ncccc1C(=O)NCCCn1nc(-c2ccc(F)cc2)ccc1=O	i
COc1ccc(C2(CNC(=O)C(=O)Nc3ccc(F)c(Cl)c3)CCCC2)cc1	i
CCOC(=O)C1CCCN(S(=O)(=O)CCCOc2ccc(F)cc2)C1 (configuration not stated)	i
C=CCN(CC=C)S(=O)(=O)c1ccc(C(=O)N2CC(C)CC(C)C2)cc1 (configuration not stated)	i
O=C(NCCc1ccccc1F)c1cccc(N2C(=O)CCS2(=O)=O)c1	i
O=C(CSCc1ccccc1)NCCCn1nc(-c2cccnc2)ccc1=O	i
O=C(Oc1ccccc1)N1CCC(CNS(=O)(=O)c2ccc(Br)s2)CC1	i
CSc1ccc(C2C(C(=O)Nc3ccccc3)C(C)Nc3ncnn32)cc1 (configuration not stated)	i
O=S(=O)(/C=C/c1ccccc1)N1CCC(COCc2ccc(Cl)cc2)CC1	i
O=C(NCc1cccc2ccccc12)Nc1ccc(CC(=O)N2CCCC2)cc1	i
O=S(=O)(NCC1(O)CCOCC1)c1ccc(F)c(Cl)c1	i
O=C(Nc1ccc(Nc2cc(-n3cccn3)ncn2)cc1)c1ccccc1Cl	i
O=C(CSc1ncnc2c1[nH]c1ccccc12)N1CCN(c2ccc(F)cc2)CC1	i
COc1ccc(Cl)cc1C(=O)NNC(=O)c1ccc(=O)n(Cc2ccccc2)c1	i
CC1(C)N=C(SCC(=O)Nc2ccccc2C(F)(F)F)c2ccccc2N1	i
SMILES	GIRK2 activator
CCN1CCc2nc(-c3ccccc3)n(CC(=O)N3CCOc4ccc(C)cc43)c(=O)c2C1	i
Cc1ccc(S(=O)(=O)NCCN2CCN(c3ccccn3)CC2)cc1	i
Cc1noc(CNC(=O)C(c2ccccc2)c2ccccc2)n1	i
O=C(CCCS(=O)(=O)c1ccccc1)N(Cc1ccccc1)c1nc2c(F)cccc2s1	i
COc1ccc(CC(=O)NCCOc2cc(C)cc(C)c2)cc1	i
Cc1cccn2c(=O)c3cc(C(=O)NCc4cccnc4)c(=N)n(CCO)c3nc12	i
Nc1ccc2c(c1)C(=O)N1CCCCC1CCO2 (configuration not stated)	i
Cc1cc(NC(=O)C(=O)NCC(c2cccc3ccccc23)N(C)C)c2ccccc2n1 (configuration not stated)	i
O=C(O)C1CCCN(S(=O)(=O)C2CC2)C1 (configuration not stated)	i
O=C(NCCc1ccccc1)C(=O)Nc1cccc(N2CCCCC2=O)c1	i
CC1C(=O)NCCN1C(=O)c1ccc2c(c1)OCO2 (configuration not stated)	i
CNC(=O)c1ccsc1NC(=O)C1CCCCN1S(C)(=O)=O (configuration not stated)	i
CC(=O)Nc1ccc(NC(=O)C(=O)NCc2ccccc2)cc1	i
CCn1c(=NC(=O)c2cc(C)no2)sc2cccc(OC)c21	i
Cc1nc(NCCNS(=O)(=O)c2ccc(Cl)c(Cl)c2)cc(N2CCOCC2)n1	i
COc1ccc(Br)c(C(=O)NCC2(O)CCc3ccccc32)c1 (configuration not stated)	i
COc1ccccc1-c1nnc2ccc(OCCNC(=O)c3ccco3)nn12	i
CN(C)C(=O)Cc1ccc(NC(=O)COc2ccc(C(C)(C)C)cc2)cc1	i
CC(=O)c1ccc(N2CCN(C(=O)Cc3csc(Nc4ccccc4)n3)CC2)cc1	i
Cc1nn(C2CCS(=O)(=O)C2)c2nc(-c3cccs3)cc(C(=O)NCC3CCCO3)c12 (configuration not stated)	i
O=C(NCCc1csc(-c2cccc(F)c2)n1)Nc1c(F)cccc1F	i
Cc1nn(C2CCS(=O)(=O)C2)c2nc(-c3ccccc3)cc(C(=O)Nc3ccc4c(c3)OCO4)c12 (configuration not stated)	i
O=C(Cc1ccc(NS(=O)(=O)c2ccccc2Cl)cc1)N1CCCC1	i
CCOC(=O)c1cn[nH]c1S(=O)(=O)N1CCC(C)CC1	i
COc1cccc(N2C(=O)N(CC(=O)NCc3ccc(C)cc3)c3ccccc3S2(=O)=O)c1	i

An excerpt from above in order of heavy-atom count, descending:
SMILES	GIRK2 activator
COc1cccc(N2C(=O)N(CC(=O)NCc3ccc(C)cc3)c3ccccc3S2(=O)=O)c1	i
Cc1cc(NC(=O)C(=O)NCC(c2cccc3ccccc23)N(C)C)c2ccccc2n1 (configuration not stated)	i
Cc1nn(C2CCS(=O)(=O)C2)c2nc(-c3cccs3)cc(C(=O)NCC3CCCO3)c12 (configuration not stated)	i
O=C(NCCc1csc(-c2cccc(F)c2)n1)Nc1c(F)cccc1F	i
CC(=O)Nc1ccc(NC(=O)C(=O)NCc2ccccc2)cc1	i
CNC(=O)c1ccsc1NC(=O)C1CCCCN1S(C)(=O)=O (configuration not stated)	i
CCOC(=O)c1cn[nH]c1S(=O)(=O)N1CCC(C)CC1	i

Returning to the listing; the 7 compounds before the break are reprinted first.
SMILES	GIRK2 activator
CC(=O)c1ccc(N2CCN(C(=O)Cc3csc(Nc4ccccc4)n3)CC2)cc1	i
Cc1nn(C2CCS(=O)(=O)C2)c2nc(-c3cccs3)cc(C(=O)NCC3CCCO3)c12 (configuration not stated)	i
O=C(NCCc1csc(-c2cccc(F)c2)n1)Nc1c(F)cccc1F	i
Cc1nn(C2CCS(=O)(=O)C2)c2nc(-c3ccccc3)cc(C(=O)Nc3ccc4c(c3)OCO4)c12 (configuration not stated)	i
O=C(Cc1ccc(NS(=O)(=O)c2ccccc2Cl)cc1)N1CCCC1	i
CCOC(=O)c1cn[nH]c1S(=O)(=O)N1CCC(C)CC1	i
COc1cccc(N2C(=O)N(CC(=O)NCc3ccc(C)cc3)c3ccccc3S2(=O)=O)c1	i
CN1C(=O)N(C)C2(CCN(C(=O)c3ccccc3)CC2)C1=O	i
COc1ccccc1CCNC(=O)C(=O)Nc1ccccc1SC	i
CCOc1cccc2sc(N(Cc3ccccn3)C(=O)C3CCCCC3)nc12	i
O=c1c2cnn(-c3ccc(F)cc3)c2ncn1Cc1nc(-c2cccc(Br)c2)no1	i
Cc1c(C)n2c3c(=O)n(Cc4ccc(F)cc4)c(=O)n(C)c3nc2n1CCCN(C)C	i
CN(C(=O)CSc1ccc(Cl)cc1)C1CCS(=O)(=O)C1 (configuration not stated)	i
O=C(Cc1ccc(NC(=O)c2cccc3ccccc23)cc1)NCc1cccs1	i
CN(C)C(CNC(=O)Nc1ccccc1)c1cccn1C (configuration not stated)	i
C=CCOCC(O)CN1CCN(c2ccccc2)CC1 (configuration not stated)	i
CCCOc1ccc(S(=O)(=O)N2CCC(c3cccs3)CC2)cc1	i
CCOc1ccc(NC(=O)NC2CCCC(O)C2)cc1 (configuration not stated)	i
Cc1cc(NC(=O)c2ccc3c(c2)OCO3)n(-c2nc3c(cnn3-c3cccc(Cl)c3)c(=O)[nH]2)n1	i
CC(=O)c1cccc(NC(=O)CSc2ccc(NC(=O)c3cccc(F)c3)nn2)c1	i
Cn1nc(C(=O)NCc2cccc(Oc3ccc(F)cc3)c2)ccc1=O	i
COCCN1COc2ccc3c(=O)c(-c4ccccc4OC)c(C(F)(F)F)oc3c2C1	i
COc1cccc(CNC(=O)Cc2cc(-c3cccs3)on2)c1	i
O=C(NCCN1CCN(C(=O)C2(c3cccs3)CCCC2)CC1)c1ccsc1	i
CC(C)(C)NC(=O)C1CCC(C)(C(=O)O)C1(C)C (configuration not stated)	i
CCOc1ccccc1C(=O)NCC1CCN(C(=O)/C=C/c2ccco2)CC1	i
O=c1[nH]nc(SCc2nc(-c3cccc(C(F)(F)F)c3)no2)n2nc(-c3cccs3)cc12	i
COc1ccc(CCNC(=O)Nc2ccccc2NC(=O)c2ccccn2)cc1	i
O=C(NCC(O)(c1cccs1)C1CC1)C1(c2ccccc2)CCOCC1 (configuration not stated)	i
CCc1ccc(N(C(=O)c2cccc(F)c2)C2C=CS(=O)(=O)C2)cc1 (configuration not stated)	i
CC(=O)Nc1ccc(C(=O)NCCNC(=O)Nc2cccs2)cc1	i
CC(C)CS(=O)(=O)Nc1ccc(CC(=O)N(C)C)cc1	i

Fetched one by one from the list above, 2 records:
SMILES	GIRK2 activator
Cc1ccc(S(=O)(=O)NCCN2CCN(c3ccccn3)CC2)cc1	i
Cc1nn(C2CCS(=O)(=O)C2)c2nc(-c3cccs3)cc(C(=O)NCC3CCCO3)c12 (configuration not stated)	i

Following part.
SMILES	GIRK2 activator
CC(=O)CC1(O)C(=O)N(CCCOc2cccc3ccccc23)c2c(C)cccc21 (configuration not stated)	i
COc1cccc(C(=O)NCC2CCN(Cc3ccco3)CC2)c1	i
O=S(=O)(c1cccs1)N(CCc1ccccc1)Cc1ccccn1	i
CCOC(=O)c1ccccc1NC(=O)CSc1nnc(Cc2c(C)[nH]c(=O)[nH]c2=O)o1	i
CCOc1ccc(C(C)(C)C)cc1S(=O)(=O)n1nnc2ccccc21	i
O=c1c2cc(-c3cccs3)nn2ccn1Cc1nc(-c2ccc(Br)cc2)no1	i
COc1cccc(C(=O)Nc2cccc(N3CCCC3=O)c2)c1OC	i
Cc1ccc(C(=O)Nc2ccc(N3CCCC3=O)cc2)cc1[N+](=O)[O-]	i
CCOc1ccc(S(=O)(=O)N2CCN(Cc3nc(-c4cccs4)cs3)CC2)cc1	i
O=C(NCC1CCN(C(=O)c2ccccc2F)CC1)c1cc(-c2ccco2)on1	i
COC(=O)c1ccc(C(=O)NCC2CCN(Cc3ccccc3SC)CC2)cc1	i
Cc1ccc(NCCNC(=O)c2sc(-c3ccccc3)nc2C)nn1	i
COC(=O)CNS(=O)(=O)c1ccc(Cl)cc1	i
Cc1cnc2c(c1N1CCC(O)CC1)c(=O)n(C)c(=O)n2C	i
Cc1nn(C2CCS(=O)(=O)C2)c(C)c1CC(=O)Nc1nnc(SCc2ccccc2)s1 (configuration not stated)	i
O=C(c1cc(=O)c2ccccc2o1)N(Cc1ccsc1)C1CC1	i
N#CC1=C(N)OC2=C(C(=O)CC(c3ccccc3)C2)C1C1CCCCC1 (configuration not stated)	i
CSc1ncccc1C(=O)N1CCC(CNC(=O)c2c(-c3ccccc3Cl)noc2C)CC1	i
COc1ccc(S(=O)(=O)CCCC(=O)Nc2nc3ccc([N+](=O)[O-])cc3s2)cc1	i
CCn1ncc(/C=c2/sc3n(c2=O)C(c2ccccc2)C(C(=O)Nc2ccccc2C)=C(C)N=3)c1C (configuration not stated)	i
CCOc1ccc2ccccc2c1C(=O)NCc1nc(C)no1	i
Cc1ccc(Oc2ccc(C(=O)Nc3cccnc3)cc2)nn1	i
CCOc1cc(C(=O)Nc2nnc(Cc3cccs3)o2)cc(OCC)c1OCC	i
COc1cccc(C(=O)Oc2ccc3c(c2)ncn3C)c1OC	i
COc1cccc(NC(=O)Cn2nc3c(=O)n(-c4ccc(Br)cc4)ccn3c2=O)c1	i
Cc1cc(C)c2c(c1)C(=O)C(=O)N2CCCOc1ccccc1	i
CCCN1COc2ccc3c(=O)c(-c4ccc(Cl)cc4)coc3c2C1	i
Cc1cc(NC(=O)C(=O)NCCN2CCOC(c3ccccc3)C2)no1 (configuration not stated)	i
CC(C)c1nnc(C2CCN(C(=O)c3cc(-c4ccco4)on3)CC2)o1	i
CC1Cc2ccccc2N1C(=O)C12CCC(C)(C(=O)C1)C2(C)C (configuration not stated)	i
